# Screens from PubChem.
# BRCA1 expr up: increases BRCA1 expression. MCF7-BRCA1-FFLuc reporter, luminescence, 48 h; response scale: scaled: vehicle 0%, 10 µM genistein 100%. Potency, µM (highest dose often 46.1 µM), for inactives: top-dose activation, hits mostly activators. 380,000 tested, 1.1% active. AID 624202; further: nearly all actives have a fitted effect of over 80% in size; some results filed as inactive show a strong effect at the top dose
#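 Luminescence from a BRCA1-driven firefly luciferase in MCF7 cells was read after 48 h compound exposure at 37 C. Data normalized against DMSO and a 10microM genistein activation control, then curve-fitted across the titration.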
# FLuc modulator: inhibits or activates purified firefly luciferase, miR-21 counter-screen; purified FLuc, Km substrates, luminescence inhibition; 360,000 tested, 6.9% active; P08659; AID 588342; Potency, µM (titrated, usually from 57.5 µM), for the others: top-dose activity change, negative = inhibition, usual class: inhibitors;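 further: plate controls were vehicle for no effect and reference inhibitor for full effect; nearly all actives have a fitted effect of over 55% in size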
# Target sequence (P08659 whole entry, looked up): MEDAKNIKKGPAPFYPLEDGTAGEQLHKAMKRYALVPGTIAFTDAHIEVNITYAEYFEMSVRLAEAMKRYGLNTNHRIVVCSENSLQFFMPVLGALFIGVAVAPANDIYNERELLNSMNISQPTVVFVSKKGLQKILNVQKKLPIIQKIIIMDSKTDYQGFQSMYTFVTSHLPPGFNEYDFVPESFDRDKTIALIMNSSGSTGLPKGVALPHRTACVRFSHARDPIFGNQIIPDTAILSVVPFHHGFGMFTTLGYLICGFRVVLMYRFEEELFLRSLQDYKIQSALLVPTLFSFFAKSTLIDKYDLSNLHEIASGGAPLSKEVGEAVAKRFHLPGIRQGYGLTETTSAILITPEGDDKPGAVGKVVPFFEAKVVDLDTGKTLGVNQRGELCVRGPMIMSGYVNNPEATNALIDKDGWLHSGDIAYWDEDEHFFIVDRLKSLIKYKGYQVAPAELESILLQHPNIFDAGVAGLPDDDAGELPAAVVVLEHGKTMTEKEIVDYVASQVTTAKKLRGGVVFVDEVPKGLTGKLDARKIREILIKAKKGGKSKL
#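 Purified P. pyralis luciferase (10nM final) with 10uM D-luciferin and 10uM ATP (Km levels) in 50mM Tris acetate pH 7.5, 10mM Mg acetate, 0.01% Tween-20, 0.05% BSA; qHTS 6-point titration, ~60 µM downward; luminescence read.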
# An asterisk follows results filed as active; ? = inconclusive. The call rests on the fitted dose curve; in most records, active means well fitted curve in the direction sought with a large enough effect; inconclusive means small, poorly fitted or top-dose-only effect, or another doubt; inactive means no such curve, though single readings can be large; an effect the other way counts as inactive or inconclusive. Potency means the concentration at half of the fitted maximal effect. A portion of the library (hit frequency here may not be typical).
Molecule,BRCA1 expr up,FLuc modulator
Cc1cccc(C2N3CC4(C(C)C)CN2CC(C(C)C)(C3)C4=O)c1 (centres undefined),0.0%,5.2%
COc1ccc(CCNC(=O)c2ccc(Cn3c(=O)c4ccccc4n(Cc4cccc(Cl)c4)c3=O)cc2)cc1OC,-18.9%,0.7%
O=C(CCn1c(=O)c2ccccc2n(Cc2ccc(Cl)cc2)c1=O)NCc1ccc2c(c1)OCO2,6.7%,-1.3%
COc1cc2[nH]c(=O)n(CCC(=O)N3CCN(c4ccc(Cl)cc4)CC3)c(=O)c2cc1OC,0.0%,4.1%
COc1ccc(-c2nc3cc(C)ccn3c2NC(=O)c2ccc(F)cc2)cc1,8.9%,-18.3%
CC1(C(=O)Nc2cccc(Br)c2)Cc2ccccc2C(=O)O1 (centres undefined),0.0%,4.8%
O=C(CCS(=O)(=O)c1cc2c3c(c1)CCN3C(=O)CC2)NCc1ccc(Cl)cc1,-3.0%,-6.0%
CCOC(=O)c1c(C)[nH]c(C)c1S(=O)(=O)NCC(=O)Nc1cc(Cl)ccc1OC,0.0%,-9.5%
CC(=O)Nc1ccc2nc(SCCOc3cc(C)cc(C)c3)sc2c1,0.2%,-7.3%
CCN(CC)C(=O)Cn1c(SCCOc2ccc(Cl)cc2)nc2ccccc21,0.0%,-8.2%
Cc1ccc(C)c(N2CCN(C(=O)c3cc(S(=O)(=O)N4CCCCCC4)cn3C)CC2)c1,-62.2%,-0.8%
CSc1nn(Cc2cccc(Cl)c2)c(N(C(C)=O)C(C)=O)c1S(=O)(=O)c1ccccc1,-20.5%,-1.7%
CCc1ccc(NC(=O)Cn2c(=O)n(CCCCC(=O)NCCc3ccc(Cl)cc3)c(=O)c3ccccc32)cc1,1.8%,0.2%
CC(=O)c1ccc(NC(=O)CN2C(=O)CCc3cc(S(=O)(=O)N4CCC(C)CC4)ccc32)cc1,-23.8%,-0.1%
CCCCc1nn2c(=O)cc(COC(=O)c3ccc4c(c3)OCO4)nc2s1,10.4%,-7.7%
Cc1ccc(-n2c(=O)c3c4c(sc3n(CC(=O)C(C)(C)C)c2=O)CCCCC4)cc1C,9.6%,-7.1%
O=C(CN1C=NS(=O)(=O)c2ccc(C(F)(F)F)cc21)Nc1cccc(C(F)(F)F)c1,3.8%,1.4%
COc1cc(Cl)ccc1Nc1ncc(C(=O)N2CCN(c3ccccc3OC)CC2)c2ccccc12,-39.7%,-0.6%
CCCCC(CC)CNC(=O)CCCn1c(=O)[nH]c2ccsc2c1=O (centres undefined),2.4%,-5.8%
O=c1oc2ccccc2cc1-c1cn2cc(Cc3ccc(F)cc3)sc2n1,19.7%,2.8%

# Later entries:
Molecule,BRCA1 expr up,FLuc modulator
O=c1c2sc3ccccc3c2n(Cc2cccc(Cl)c2)c(=O)n1Cc1ccccc1,-12.9%,-7.0%
CC1(C)CC(=O)c2cc(C(=O)Nc3ccc(Br)cc3)c(=O)n(-c3ccc(Cl)cc3)c2C1,5.8%,-0.3%
Cc1ccc(-c2cc3ncc4c(n3n2)-c2cc(Cl)ccc2OC4)cc1,7.3%,2.3%
COc1ccc(C2CC(=O)N(Cc3ccc(F)cc3)c3ccccc3S2)cc1 (centres undefined),-20.5%,-16.9%
COc1ccccc1N1CCN(c2ncnc3onc(-c4cccc(Cl)c4)c23)CC1,0.0%,-4.9%
Cc1oc(-c2ccccc2F)nc1Cn1c(SCc2ccccc2F)nc2ccncc21,8.9%,?
Cc1nc2c(-c3ccc(F)cc3)c(C)nn2c(C)c1CCC(=O)NCc1ccc(Cl)cc1,-0.8%,0.5%
CCCc1nc2nc(C)c(NS(=O)(=O)c3ccc(C)c(C)c3)c(=O)n2[nH]1,1.7%,?
CCCn1ccc2c(OCC(=O)NCc3ccccc3Cl)cccc2c1=O,0.0%,-6.0%
CCOc1ccc(Nc2ncnc3onc(-c4ccc(Cl)cc4)c23)cc1,-12.1%,2.8%
Cc1ccc(CNS(=O)(=O)c2cc(Br)cc3c2N(C(=O)C2CC2)CC3)cc1,-7.3%,-0.9%
CCOc1ccc(N(C)S(=O)(=O)c2cc(-c3cnc(C)o3)ccc2OC)cc1,-1.2%,-13.9%
Cc1ccc(-c2noc(-c3cccnc3NCc3ccc(Cl)cc3)n2)cc1,6.8%,?
CC1CCN(c2nc3ccc(C(=O)N4CCN(c5ccccc5)CC4)cc3s2)CC1,?,23.9µM*
COc1cc2nc(SCc3ccc(F)cc3)n3nc(CCn4c(C)nc5ccccc54)nc3c2cc1OC,9.4%,3.7%
O=C(Nc1ccc(F)cc1)C1CCN(c2nc3ccccc3nc2C(F)(F)F)CC1,3.2%,5.9%
Cc1nc(-c2ccc(S(=O)(=O)N(Cc3ccccc3)C(C)C)cc2)co1,11.4%,?
Cc1ccc(O)c(NC(=O)c2nc3nc(C)cc(C(F)F)n3n2)c1,20.6%,-2.3%
Cc1ccc(-c2nc(C)c(CCNC(=O)c3cccs3)s2)cc1,48.6%,?
COCCCNC(=O)Cn1c(=O)n(-c2ccccc2)c(=O)c2c1c1cc(OC)ccc1n2C,-2.6%,-5.3%

# Fetched by structure from the list above, seven records:
Molecule,BRCA1 expr up,FLuc modulator
Cc1ccc(CNS(=O)(=O)c2cc(Br)cc3c2N(C(=O)C2CC2)CC3)cc1,-7.3%,-0.9%
O=c1c2sc3ccccc3c2n(Cc2cccc(Cl)c2)c(=O)n1Cc1ccccc1,-12.9%,-7.0%
Cc1oc(-c2ccccc2F)nc1Cn1c(SCc2ccccc2F)nc2ccncc21,8.9%,?
COc1cc2nc(SCc3ccc(F)cc3)n3nc(CCn4c(C)nc5ccccc54)nc3c2cc1OC,9.4%,3.7%
COc1ccc(C2CC(=O)N(Cc3ccc(F)cc3)c3ccccc3S2)cc1 (centres undefined),-20.5%,-16.9%
Cc1ccc(-c2nc(C)c(CCNC(=O)c3cccs3)s2)cc1,48.6%,?
CCCn1ccc2c(OCC(=O)NCc3ccccc3Cl)cccc2c1=O,0.0%,-6.0%

# (further entries)
Molecule,BRCA1 expr up,FLuc modulator
CC(=O)c1cccc(-n2c(=O)c3c4c(sc3n(CC(=O)c3ccc(Cl)cc3)c2=O)CN(C(C)=O)CC4)c1,-15.8%,0.2%
CN(C)c1ccc(-c2nc(-c3ccncc3)no2)cc1[N+](=O)[O-],?,?
CCCC1=Nc2cc(C(=O)NC(C)c3ccccc3)ccc2Sc2ccc(C)cc21 (centres undefined),-70.3%,1.7%
O=C(Cn1c(=O)nc(-c2ccccc2)c2ccccc21)NCCCc1ccccc1,0.0%,0.3%
CCOC(=O)c1c(NC(=O)CSc2cn(CCNC(=O)c3ccc(OC)cc3)c3ccccc23)sc2c1CCC2,-6.4%,-10.7%
Cc1ccc(Cn2c(C(=O)O)c(CNCc3ccc(OC(C)C)cc3)c3ccc(C)cc32)cc1,-75.1%,-0.3%
Cc1cccc(CCn2c(=O)c3ccccc3n(CC(=O)Nc3ccccc3F)c2=O)c1,19.7%,2.6%
CCOC(=O)CC(NC(=O)Cn1nnc(-c2ccc(C(F)(F)F)cc2)n1)c1ccccc1Cl (centres undefined),0.0%,-6.1%
Cc1ccc(C)c(NC(=O)Cn2c(=O)n(Cc3cccs3)c(=O)c3cccnc32)c1,-6.8%,2.3%
O=C(c1ccc2c(c1)N(Cc1ccc(Cl)cc1)C(=O)c1ccccc1S2(=O)=O)N1CCCC1,-26.3%,-5.2%
CCOc1ccc(NC(=O)CCc2c(C)nc3nc(C)nn3c2C)cc1,9.4%,-1.0%
CCOC(=O)c1cccc(NC(=O)CC(c2cc(OC)c(OC)c(OC)c2)N2Cc3ccccc3C2=O)c1 (centres undefined),-27.0%,-5.9%
COc1ccccc1N1CCN(C(=O)c2cc(S(=O)(=O)N3CCC(C)CC3)cn2C)CC1,-19.7%,0.3%
COc1cc(-c2noc(-c3ccc(NC4CCCCC4)c([N+](=O)[O-])c3)n2)cc(OC)c1OC,14.2%,?
Cc1ccc(CN(Cc2ccco2)C(=O)c2ccc(Cl)cc2Cl)cc1,-11.6%,-14.4%
COc1ccc(C2CC(=O)N(Cc3ccc(F)cc3)c3ccccc3S2)cc1OC (centres undefined),16.0%,0.4%
Cc1ccc(NC(=O)CN2C(=O)CC(c3ccco3)Sc3ccccc32)cc1Cl (centres undefined),-2.9%,-14.1%
O=C(Cn1c(=O)oc2cc(S(=O)(=O)NCc3ccccc3)ccc21)Nc1cccc(F)c1,0.0%,-11.7%
COc1ccc(S(=O)(=O)NCCc2sc(-c3cccnc3)nc2C)cc1,15.8%,-5.8%
COc1ccc(OCC2c3cc(OC)c(OC)cc3CCN2C(=O)c2c(F)cccc2F)cc1 (centres undefined),-6.9%,1.1%

# Continued.
Molecule,BRCA1 expr up,FLuc modulator
O=C(CN1C(=O)CCc2cc(S(=O)(=O)N3CCOCC3)ccc21)NCc1ccc(F)cc1,0.6%,-3.5%
CCC(Sc1ncc(S(=O)(=O)c2ccc(Cl)cc2)c(=O)[nH]1)C(=O)Nc1ccc(OC)cc1 (centres undefined),7.8%,?
COc1ccc(S(=O)(=O)N(CC(=O)Nc2ccc(F)c(Cl)c2)c2ccc(C)cc2)cc1OC,-14.9%,-2.5%
Cc1ccc(S(=O)(=O)c2cn(CC(=O)Nc3cccc(C)c3)c3cc4c(cc3c2=O)OCO4)cc1,0.7%,0.5%
CCn1cc2nc(SCc3cccc(OC)c3)n(Cc3ccc(Cl)cc3)c(=O)c2n1,-24.3%,-15.5%
O=C(Cn1c(=O)n(Cc2ccccc2)c(=O)c2sc3ccccc3c21)NCc1ccccc1Cl,-3.8%,2.2%
Cc1ccc(-c2noc(-c3ccc(N4CCCCC4C)c([N+](=O)[O-])c3)n2)cc1 (centres undefined),12.9%,?
Cc1cc(N2CCC(C(=O)Nc3ccc(F)cc3C)CC2)n2nc(C)c(-c3ccc(Cl)cc3)c2n1,-16.0%,-1.9%
CNc1ccc(-c2nc(-c3ccccc3C)no2)cc1[N+](=O)[O-],0.0%,?
CCCNC(=O)N1CCCN(S(=O)(=O)c2ccc3c(ccn3CC)c2)CC1,7.1%,3.4%
CCc1ccc(OCc2cc(=O)n3c4c(sc3n2)CCCC4)cc1,19.8%,?
Cc1ccc(CSc2nc3ccc(NC(=O)COc4ccc(F)cc4)cc3s2)cc1,0.0%,3.7%
Cc1ccc(CNC(=O)CCCn2c(=O)[nH]c3ccc(Br)cc3c2=O)cc1,0.0%,7.3%
CCOC(=O)c1ccc(N2C(=O)c3n[nH]c(-c4cccs4)c3C2c2ccc(Cl)cc2Cl)cc1 (centres undefined),-77.3%,0.1%
Cc1cc(C)cc(NC(=O)CN2C(=O)CCc3cc(S(=O)(=O)N4CCCCC4)ccc32)c1,0.4%,-6.5%
CCOc1ccc2c(c1)c(=O)c(S(=O)(=O)c1ccc(F)cc1)cn2CC(=O)Nc1ccccc1C,-23.7%,0.6%
COc1cc(OC)cc(C(=O)Nc2ccc3nc(Nc4cccc(C(F)(F)F)c4)cc(C)c3c2)c1,-29.3%,-0.8%
COc1ccc(-c2noc(-c3ccc(NC4CCCC4)c([N+](=O)[O-])c3)n2)cc1,1.9%,?
CCc1nnc(NC(=O)CSc2nccn2Cc2ccc(F)cc2)s1,-14.9%,?
CCc1ccc(N2CC(c3nc4ccccc4n3Cc3ccccc3C)CC2=O)cc1 (centres undefined),-33.5%,-8.2%

# (continued)
Molecule,BRCA1 expr up,FLuc modulator
Cc1ccc(-n2c(SCC(N)=O)nc3c(oc4ccccc43)c2=O)cc1C,6.3%,-1.0%
CC1CCN(S(=O)(=O)c2ccc3ncn(CC(=O)Nc4ccccc4C(F)(F)F)c(=O)c3c2)CC1,-32.9%,-0.8%
CC1=C(C(N)=O)C(c2ccc(C)cc2)n2nc(SCc3ccccc3)nc2N1 (centres undefined),2.0%,-5.2%
O=C(Nc1ccc2nc(SCCOc3ccccc3)sc2c1)c1cccs1,6.4%,2.7%
Cc1cccc(N2CCN(C(=O)CCNS(=O)(=O)c3ccc4c(c3)CCN4C(=O)C3CC3)CC2C)c1 (centres undefined),-28.1%,-2.0%
COc1cccc(-c2nc(SCc3ccc(C)cc3)n3[nH]c(=O)cc3n2)c1,0.3%,-13.1%
Cc1nc2ccc(S(=O)(=O)NC(C(=O)NCc3ccc(Cl)cc3)C(C)C)cc2s1 (centres undefined),-4.2%,1.3%
CCN1C(=O)c2ccccc2S(=O)(=O)c2ccc(C(=O)NCc3ccccc3OC)cc21,0.0%,0.0%
CCCCOC(=O)c1ccc(NC(=O)c2cc(-c3ccccc3)on2)cc1,0.0%,6.2%
COC(=O)N1CCCc2cc(S(=O)(=O)NCc3ccccc3)ccc21,2.8%,-9.5%
Cc1cc(C)cc(NC(=O)c2oc3ccc4c(c3c2C)C(=O)CC(C)(C)O4)c1,?,0.757µM*
COc1ccc(CNC(=O)c2ccc3c(c2)N(Cc2ccccc2)C(=O)c2ccccc2S3=O)cc1 (centres undefined),6.6%,-2.4%
